Screening results deposited in PubChem by National Center for Advancing Translational Sciences (NCATS).
N370S GC: inhibitors or activators of N370S glucocerebrosidase for Gaucher disease | P04062 | N370S GC spleen homogenate, 4MU-glucoside fluorescence | Potency, µM (series often up to 59.4 µM), for the others: at the top dose activity change, negative = inhibition, hits mostly inhibitors | 0.092% of 330,000 active;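 note: 0% = full enzyme activity and -100% = no enzyme basal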
KAT2A inh: GCN5L2 (KAT2A) acetyltransferase inhibition. Q92830. GCN5L2 HAT assay, ThioGlo1 CoA-SH fluorescence. Potency, µM (top dose mostly 58.9 µM), inactives show top-dose activity change, negative = inhibition, most hits filed as inhibitors. 0.21% of 390,000 active. AID 504327
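GCN5L2 (20nM final) in 50mM HEPES, 0.1mM EDTA pH 7.5, 0.01% Tween-20 was preincubated 15 min at room temperature with compound, then given ThioGlo1 (50uM), H3(1-25) peptide (75uM) and acetyl-CoA (70uM); CoA-thiol fluorescence (Ex340/Em540) was read at 0 and 20 min.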
FEN1 inhibitor: blocks human flap endonuclease 1. AID 588795. 0.35% of 390,000 active. P39748. Potency, µM (highest dose often 114 µM), for the others: top-dose activity change, negative = inhibition, hits mostly inhibitors. Recombinant FEN1 flap cleavage, fluorescence, 15 min; note: nearly all actives have a fitted effect of over 65% in size
Target sequence (P39748 whole entry, looked up): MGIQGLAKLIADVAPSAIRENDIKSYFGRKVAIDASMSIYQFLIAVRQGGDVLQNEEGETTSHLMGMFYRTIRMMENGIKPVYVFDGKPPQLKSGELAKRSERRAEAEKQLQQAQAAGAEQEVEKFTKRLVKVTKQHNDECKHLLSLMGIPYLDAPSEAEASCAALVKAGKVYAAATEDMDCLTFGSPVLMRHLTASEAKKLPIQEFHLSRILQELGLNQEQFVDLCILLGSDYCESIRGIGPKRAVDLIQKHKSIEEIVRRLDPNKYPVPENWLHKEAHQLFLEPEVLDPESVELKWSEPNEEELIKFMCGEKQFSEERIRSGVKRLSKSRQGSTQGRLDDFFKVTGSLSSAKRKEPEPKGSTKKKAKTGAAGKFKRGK
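In this screen, 50 nM flap DNA substrate was added to 10 nM FEN1 pretreated with compound for 15 min at room temperature; cleavage was followed with reads at 0 and 15 min, and Hill fitting gave concentration–response parameters.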
Numbers without * were called inactive; u = inconclusive; x = not tested or not shown; & = joins results of further samples; [ ] = dose if it differs, or a comment. Calls come from the whole dose curve; as a rule, active = well fitted curve in the direction sought with a large enough effect; inconclusive = small, poorly fitted or top-dose-only effect, or another doubt; inactive = no such curve, though single readings can be large; an effect the other way counts as inactive or inconclusive. Unless noted, % is set by controls: 0 for no effect and ±100 for the full control effect; potency is the fitted concentration of half-maximal effect.

| SMILES | N370S GC | KAT2A inh | FEN1 inhibitor |
| --- | --- | --- | --- |
| CC(Oc1ccccc1)C(=O)N=C1SC2CS(=O)(=O)CC2N1c1ccc(F)cc1 (stereo not drawn) | -3% | -18% | -19% |
| O=C(NC1CCCCC1)N1CCNCC1 | 0% | -1% | 4% |
| O=C(Nc1ccc2ccccc2c1)N1CCN(c2ncccc2C(F)(F)F)CC1 | 2% | -5% | 5% |
| CNc1oc(-c2ccccc2)nc1S(=O)(=O)c1ccc(C)cc1 | u | 3% | 8% |
| Clc1ccc(Cl)c(-c2ccc(/C=N/c3ncn[nH]3)o2)c1 | 4% | 1% | 8% |
| Cn1cc(/C=N\O)nc2c(=O)n(-c3ccccc3)c(=O)nc1-2 | 3% | 0% | 4% |
| Cc1ccccc1-c1nc2sc(-c3ccccc3)cc2c(=O)o1 | 14% | -15% | 5% |
| Cn1cnc2c(=O)oc3ccc(S(=O)(=O)N4CCN(c5ccccc5F)CC4)cc3c21 | x | -1% | 6% |
| Cc1ccc(NCc2cc3cc4c(cc3n(CC(=O)Nc3ccc(C)cc3)c2=O)OCCO4)cc1 | x | -9% | -8% |
| CC(Sc1ncc(C(F)(F)F)cc1Cl)C(=O)NC(N)=O (stereo not drawn) | 1% | -7% | -4% |
| CCC(=O)Nc1nnc(S(=O)(=O)N(CC)c2ccc(OC)cc2)s1 | 1% | -15% | 18% |
| COC(=O)c1cccc(NC(=O)NC(=O)c2ccc(Cl)cc2)c1 | u | -8% | 0% |
| CSc1cccc(NC(=S)N2CCCN(Cc3ccccc3F)C2)c1 | -5% | -7% | 10% |
| CCc1cccc(CC)c1NC(=O)COC(=O)c1ccccc1-c1nc2ccccc2s1 | 13% | 0% | 18% |
| CC(C)(C)OC(=O)N1CCC(c2c(C(=O)N3CCN(c4ncccn4)CC3)cnn2-c2ccccc2)CC1 | x | 23% | 3% |
| Cc1ccc(C)c(NC(=O)COC(=O)c2ccc[n+]([O-])c2)c1 | x | -2% | 12% |
| CCOC(=O)N1CCc2c(sc(NCc3cccs3)c2C(=O)Nc2ccc(OC)cc2OC)C1 | x | -18% | 3% |
| COC(=O)c1ccc(NC(=O)c2ccccc2)o1 | u | 3% | 7% |
| CC1SC(C)C(=O)N(CC(=O)Nc2ccc3c(c2)OCO3)C1=O (stereo not drawn) | -5% | 4% | 3% |
| COCCCNC(=S)NC1CC2CCC(C1)N2Cc1ccccc1 (stereo not drawn) | -4% | 0% | 1% |
| CCC(=O)N=c1n(C)c2ccccc2n1CCOc1ccccc1 | -18% | -3% | 15% |
| CC(NC(=O)C(C)N1C(=O)c2cccc([N+](=O)[O-])c2C1=O)c1ccccc1 (stereo not drawn) | -6% | -1% | 16% |
| O=C(C1CC=CCC1)N1CCN(S(=O)(=O)c2ccc(F)cc2)CC1 (stereo not drawn) | -4% | -1% | 2% |
| O=[N+]([O-])c1ccc(S(=O)(=O)N(CC(O)CN2CCCCC2)c2ccccc2)cc1 (stereo not drawn) | -1% | -8% | 4% |
| CSc1ccc(S(=O)(=O)NCC(=O)OCC(=O)N(C)C2CCCCC2)cc1[N+](=O)[O-] | -9% | -7% | -2% |
| COc1ccc(Cc2nnc(SC)[nH]c2=O)cc1 | -10% | -1% | -1% |
| S=C(NCCc1ccccc1)N1CCN(C(=S)NCCc2ccccc2)CC1 | -24% | -3% | 5% |
| CC(=O)OC[C@H]1O[C@@H](Sc2cccc3cccnc23)[C@H](OC(C)=O)[C@@H](OC(C)=O)[C@H]1OC(C)=O | -12% | 0% | 9% |
| Nc1ccc(OCCCc2c(N)nc(N)nc2N)cc1 | -8% | 14% | 0% |
| Cc1sc2nc(SCC(=O)Nc3ccc(S(N)(=O)=O)cc3)[nH]c(=O)c2c1C | 1% | u | -14% |
| COc1ccc(CNC(=O)CN(C)S(=O)(=O)c2ccc3c(c2)OCCO3)cc1OC | x | 0% | -4% |
| O=C(Nc1ccsc1C(=O)O)c1ccccc1 | -2% | 1% | -6% |
| CCOC(=O)Nc1ccc2c(c1)N(C(=O)CCN(CC)CC)c1ccccc1S2=O (stereo not drawn) | 7% | -15% | -1% |
| CCOC(=O)C1Oc2ccccc2C(c2ccoc2)=C1C(=O)OC (stereo not drawn) | 11%[89.1 µM] | -15% | -7% |
| COc1ccccc1/C=C1\SC(=S)N(NS(=O)(=O)c2ccccc2)C1=O | -15% | -6% | -16% |
| CCOC(=O)c1[nH]ncc1CN1CCC(Cc2cccc(OC)c2)(C(=O)OCC)CC1 | -5% | -1% | 17% |
| COCCCNC(=O)CCCOc1ccccc1 | 4% | -1% | 0% |
| CCCn1c2c(c(O)c(C(=O)NCCCN(CC)CC)c1=O)CCCC2 | -11% | -1% | 45%[activator] |
| CC(C)CCC1(CCNC(=O)c2cccs2)CCOC(C)(C)C1 (stereo not drawn) | 29% | -5% | -5% |
| CCN=C1SC(C(=O)Nc2cccc(C)c2)CC(=O)N1CC (stereo not drawn) | 4% | 2% | -4% |

An excerpt from above in order of the KAT2A inh value, largest number first.
| SMILES | N370S GC | KAT2A inh | FEN1 inhibitor |
| --- | --- | --- | --- |
| CCN=C1SC(C(=O)Nc2cccc(C)c2)CC(=O)N1CC (stereo not drawn) | 4% | 2% | -4% |
| CCCn1c2c(c(O)c(C(=O)NCCCN(CC)CC)c1=O)CCCC2 | -11% | -1% | 45%[activator] |
| COc1ccccc1/C=C1\SC(=S)N(NS(=O)(=O)c2ccccc2)C1=O | -15% | -6% | -16% |
| CCOC(=O)C1Oc2ccccc2C(c2ccoc2)=C1C(=O)OC (stereo not drawn) | 11%[89.1 µM] | -15% | -7% |

(listing goes on)
| SMILES | N370S GC | KAT2A inh | FEN1 inhibitor |
| --- | --- | --- | --- |
| N#Cc1c(-c2ccccc2)[nH]c(=S)[nH]c1=O | -15% | 4% | -6% |
| O=C(Nc1ccc(Cl)cc1)N1CCC(CN2CCCC2)CC1 | x | 1% | -5% |
| OC[C@H]1OC(O)[C@@H](O)[C@@H](O)[C@@H]1O (stereo partly drawn) | -20%&-6% | 2%&7% | -1% |
| CCOC(=O)c1c(C)n(S(=O)(=O)c2ccc(C)cc2)c2ccc(NS(=O)(=O)c3ccc(C)cc3)cc12 | x | -17% | -22% |
| COC(=O)CC1=C(C(=O)OC)C(c2ccc3c(c2)OCO3)C(C#N)=C(N)O1 (stereo not drawn) | -8% | -11% | 2% |
| O=C(Nc1ccccc1O)/C(=C\c1ccccc1)NC(=O)c1ccccc1 | 3% | -3% | 15% |
| COc1cc(OC)nc(S(C)(=O)=O)n1 | -4% | -1% | 7% |
| O=C(NCc1cccs1)c1ccc2c(=O)n3nc(Nc4ccccc4)sc3nc2c1 | x | 4% | 12% |
| Cc1ccc(S(=O)(=O)N2CCOCC2)cc1C(=O)Nc1nc2ccccc2[nH]1 | -13% | 4% | -1% |
| CC(Nc1ncnc2nc[nH]c12)c1ccccc1 (stereo not drawn) | -7% | 2% | 21% |
| Cc1cc2c(cc1C)NC(c1c(C)n(C)n(-c3ccccc3)c1=O)C1=C(CC(C)(C)CC1=O)N2 (stereo not drawn) | 7% | -5% | -3% |
| CCOC(=O)c1c(C)[nH]c(NC(=O)Nc2c(C)n(C)n(-c3ccccc3)c2=O)c1C | 3% | -14% | 0% |
| Cc1ccc(S(=O)(=O)N(CC(=O)Nc2ccccc2C(=O)O)c2ccccc2C)cc1 | 5% | -5% | 12% |
| CCc1c(C)nc2cc(-c3cc(OC)cc(OC)c3)nn2c1N1CCN(CCN2CCOCC2)CC1 | 8% | -4% | 0% |
| CC(=O)c1cccc(NC(=O)CCS(=O)(=O)c2cc3c(cc2C)NC(=O)CO3)c1 | 1% | 0%&-6% | 7%&-4% |
| CCC(C)NC(=O)CCC(=O)N1Cc2ccccc2Oc2ncccc21 (stereo not drawn) | x | -9% | 8% |
| c1ccc(CCN2CCN=C2Nc2ccccc2)cc1 | -4% | -3% | 3% |
| CCOC(=O)N1CCC(Nc2c(Nc3cccc(CC)c3)c(=O)c2=O)CC1 | -7% | -10% | -5% |
| CSC1=NC(C(Cl)(Cl)Cl)N=C(c2ccccc2)N1 (stereo not drawn) | 1% | -23% | -1% |
| O=C(COC(=O)C1CCC(=O)N1)Nc1ccc(Br)cc1 (stereo not drawn) | 3% | -6% | 0% |
| CCC(CC)C(=O)c1c[nH]c(C(=O)NCc2ccncc2)c1 | 6% | -4% | 9% |
| CCc1cc(=O)oc2c(CN3CCN(C)CC3)c(O)c(Cl)cc12 | u | -9%[0.501 µM] | -3% |
| CCCCn1c(N)c(N(Cc2ccccc2OC)C(=O)COc2ccc(C)cc2)c(=O)[nH]c1=O | 8% | -5% | 3% |
| CCN1CCN(C(C(=O)NC2CCCC2)c2ccc(Cl)cc2)CC1 (stereo not drawn) | 1% | -3% | -4% |
| C=CCNC(=O)C1CC(=O)N(c2ccc(OCc3ccc(F)cc3)cc2)C1 (stereo not drawn) | 0% | 3% | -4% |
| CS(=O)(=O)c1ccc(-c2csc(-c3cccnc3)n2)cc1 | -20% | 21% | -9% |
| CC(=O)N1CC[C@@H]2CC(=O)CC[C@@H]21 | -6%[136 µM] | 23%[135 µM] | x |
| CCOC(=O)c1cc2n(n1)C(C(F)(F)F)CC(C)N2 (stereo not drawn) | 5% | -2% | 1% |
| Cc1ccc(S(=O)(=O)N2CC(O)C[C@H]2C(=O)OCC(=O)c2ccccc2)cc1 (stereo partly drawn) | -23% | 3% | 9% |
| CCOCCn1c(SCCCc2ccccc2)nc2c1c(=O)[nH]c(=O)n2C | 7% | 0% | 3% |
| Cc1cccc(C(=O)OCC(=O)N2CCN(C(=O)c3ccco3)CC2)c1O | x | 3% | 2% |
| COc1ccc(CNC(=O)CN(C(=O)CCC(=O)Nc2nccs2)c2ccc(C)cc2)cc1 | 0% | -4% | -6% |
| C=CCc1ccc(OCCCCOc2ccc(C(=O)O)cc2)c(OC)c1 | 4% | 0% | 1% |
| COc1cc2c(cc1OC)CN(S(=O)(=O)c1ccc(Cl)nc1)CC2 | -6% | -6% | 0% |
| NCC1O[C@@H](O[C@H]2C(O)C(O[C@@H]3C(O[C@H]4OC(CO)C(O)C(O)C4N)C(N)CC(N)[C@H]3O)O[C@@H]2CO)C(N)C(O)C1O (stereo partly drawn) | 6% | 11% | x |
| COCCNc1nc(-c2ccc(OC)cc2)c(-c2ccc(OC)cc2)s1 | 3% | -6% | -21% |
| CCn1c(=S)[nH]c2sc3c(c2c1=O)CCCCC3 | 11% | -8% | 19% |
| COc1ccc2c(c1)c(=O)cc(C)n2CC(=O)NCc1ccco1 | -2% | u | 0% |
| Nc1cc(N)nc(SCC(=O)N2CCc3ccccc32)n1 | -2% | 9% | -5% |
| COc1ccc(S(=O)(=O)N2CCN(CC(O)COc3ccc(CC#N)cc3)CC2)cc1OC (stereo not drawn) | -8% | -3% | 0% |
| COc1cccc(/C(C#N)=C/c2c(-c3ccc(Cl)cc3)nc3c(C)cccn23)c1 | 9% | -5% | -8% |
| Cc1ccc(C(=O)N/C(=C\c2ccco2)C(=O)NCCN2CCOCC2)cc1 | 0% | -10% | -3% |
| NS(=O)(=O)c1ccc(-c2ccc(/C=C3\C(=O)Nc4cc(Cl)ccc43)o2)cc1 | 5% | -2% | 3% |
| O=C(NN1C(=O)c2ccccc2C1=O)C1CCCCC1 | 5% | -10% | 0% |
| O=C(c1cccc([N+](=O)[O-])c1)N(c1ccccn1)c1ccccn1 | 3% | -1% | -2% |
| COCCNC(=O)c1ccccc1NC(=O)CSc1ccc(C)cc1 | -3% | -4% | 16% |
| Cc1[nH]n(-c2ccccc2)c(=O)c1-c1cccc(Cl)c1 | -8% | 40%[activator] | 0% |
| CCc1[nH]nc2c1C1(C(=O)N(Cc3ccccc3)c3ccccc31)C(C#N)=C(N)O2 (stereo not drawn) | 3% | -25% | -1% |

One compound at a time, from the list above:
NS(=O)(=O)c1ccc(-c2ccc(/C=C3\C(=O)Nc4cc(Cl)ccc43)o2)cc1 in the list: N370S GC = 5%; KAT2A inh = -2%; FEN1 inhibitor = 3%
Cc1ccc(C(=O)N/C(=C\c2ccco2)C(=O)NCCN2CCOCC2)cc1 in the list: N370S GC = 0%; KAT2A inh = -10%; FEN1 inhibitor = -3%

Other records.
| SMILES | N370S GC | KAT2A inh | FEN1 inhibitor |
| --- | --- | --- | --- |
| COc1ccc(/C=N/NC(=S)Nc2ccccc2)cc1COc1ccc(F)cc1F | 13% | 0% | -9% |
| Cc1ccc(/C=C(\C#N)C(=O)Nc2c(C)cccc2C)s1 | -1% | -1% | -9% |
| CC(C)c1ccc(NC(=O)COC(=O)CC2CCCC2)cc1 | x | -13% | u |
| O=C(Cn1nc(Cc2cccnc2)c2ccccc2c1=O)NCC1COc2ccccc2O1 (stereo not drawn) | 4% | -14% | -2% |
| COC(=O)c1ccc2c(=O)n(CCN3CCOCC3)c(SCC(=O)Nc3ccc(OC)cc3OC)nc2c1 | -5% | -1% | 14% |
| COc1cc2c(cc1O)CCN(C(=O)CSc1nncn1C)[C@@H]2C | x | 5% | -19% |
